# GALK inhibitor = qHTS Assay for Inhibitors of Human Galactokinase (GALK); 270,000 compounds, 0.007% hits; Potency, µM (titrated, usually from 57.5 µM), for inactives: top-dose activity change, negative = inhibition, actives largely listed as inhibitors; P51570; Purified GALK, Kinase-Glo residual ATP luminescence; also: potency is read from the fitted curve at half-maximal effect; % is scaled to controls: 0 for no effect and ±100 for the full control effect
# Target sequence (P51570 whole entry, looked up): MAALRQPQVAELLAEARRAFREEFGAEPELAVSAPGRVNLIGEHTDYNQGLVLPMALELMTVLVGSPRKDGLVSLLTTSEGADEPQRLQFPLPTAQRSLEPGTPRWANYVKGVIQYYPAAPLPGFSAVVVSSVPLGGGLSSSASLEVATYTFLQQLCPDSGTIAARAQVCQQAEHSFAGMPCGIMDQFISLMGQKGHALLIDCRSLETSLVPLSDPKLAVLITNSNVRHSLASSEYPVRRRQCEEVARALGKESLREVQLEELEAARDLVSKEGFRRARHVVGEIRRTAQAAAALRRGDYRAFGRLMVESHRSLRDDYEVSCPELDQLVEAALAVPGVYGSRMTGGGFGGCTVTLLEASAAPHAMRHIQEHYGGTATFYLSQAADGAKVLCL
#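 The enzyme phosphorylates galactose (100 uM) using ATP (35 uM); inhibition is detected as higher residual ATP, quantified by bioluminescence after 1 h reaction at room temperature, pH 8.0.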
# FBPA coupling cs = qHTS Assay for Inhibitors of Fructose-1,6-bisphosphate Aldolase from Giardia Lamblia: Coupling assay counterscreen; activity change, negative = inhibition, % at 58.2 µM, hits read low; coupling enzyme system counterscreen, AmpLite Red fluorescence; 290,000 compounds, 0.67% hits; in the data active = activity change below about -30%; also: % is scaled to controls: 0 for no effect and ±100 for the full control effect
#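 First, compound is pin-transferred into glyceraldehyde-3-phosphate coupling-enzyme reagent at 57.5 uM final and held 10 min at RT. Next, substrate, coupling system and AmpLite Red are added. After 20 min RT, fluorescence (525/598 nm) is read.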
# MBNL1-CUG inh = qHTS Assay for Inhibitors of MBNL1-poly(CUG) RNA binding. Muscleblind-like protein 1 (Homo sapiens), Q9NR56. TR-FRET MBNL1-His/biotin-(CUG)12 binding, 665/545 ratio. Potency, µM (titrated, usually from 57.5 µM), without a hit: at the top dose activity change, negative = inhibition, actives largely listed as inhibitors. 280,000 compounds, 0.036% hits; active = well fitted inhibition curve with a large enough effect in the signal ratio, with a control signal flat, not every such curve was filed as active; inconclusive = small, poorly fitted or top-dose-only effect, or effect the other way, or a change in a side signal; inactive = no such curve, though single readings can be large or run the other way; the % refers to the signal ratio; also: potency is read from the fitted curve at half-maximal effect; % is scaled to controls: 0 for no effect and ±100 for the full control effect
#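 His-tagged MBNL1 binding to biotinylated (CUG)12 RNA was measured by TR-FRET using terbium anti-His antibody (0.055 ng/ul final) and streptavidin-XL665 (5 nM final). Compounds were titrated 92 nM to 58 uM; 60 min at room temperature.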
# Integrin act MD = qHTS for Activators of Integrin-Mediated Alleviation for Muscular Dystrophy; Potency, µM (titrated, usually from 38.3 µM), for the others: at the top dose activation, hits mostly activators; AID 624291, 2012; alpha7betagal myoblasts, beta-gal FDG fluorescence, 48 h; 350,000 compounds, 0.064% hits;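 also: potency is read from the fitted curve at half-maximal effect; 100% = response of the positive control SU9516; nearly all actives have a fitted effect of over 60% in size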
#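 alpha7betagal+/- myoblasts (passage 13, 250/well) treated 48 h at 37C with compounds at 1:260 dilution of DMSO stock. Lysed, then beta-galactosidase activity read as FDG fluorescence (ex 480/em 540) after 30 min, with pre-read for autofluorescence.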
# KCNH2 3.1 inh = qHTS for Inhibitors of KCHN2 3.1: Mutant qHTS. U2OS KCNH2 3.1, thallium flux FluxOr; hits give low values. activity change, % (tested at about 1.8 µM). 340,000 compounds, 0.95% hits. AID 720553, 2013;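 active = maximum activity change below -70%; inconclusive = maximum activity change from -70% to -50%; inactive = maximum activity change above -50%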;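 also: thallium influx rate constant from kinetic fluorescence after stimulation buffer; % is scaled to controls: 0 for no effect and ±100 for the full control effect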
#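 Normalized rate constant (relative to positive and negative DMSO controls) derived from a 2 min kinetic fluorescence read after stimulation; U2OS cells expressing the 3.1 isoform via virus at 1.77 x 10^8 /mL.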
# hERG WT inh = qHTS for Inhibitors of KCHN2 3.1: Wildtype qHTS | Voltage-gated inwardly rectifying potassium channel KCNH2 (Homo sapiens), Q12809 | U2OS, BacMam KCNH2, thallium flux FluxOr; hits give low values | activity change, % at 1.84 µM | 340,000 compounds, 0.37% hits;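 active = maximum activity change below -70%; inconclusive = maximum activity change between -70% and -50%; inactive = maximum activity change above -50%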; also: % is scaled to controls: 0 for no effect and ±100 for the full control effect
#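 U2OS cells were transduced with wild-type KCNH2 virus (2.03 x 10^8 / mL) for 4 h at room temperature, then cultured overnight at 37 C. Thallium flux was read with FluxOr dye. Rate constants were normalized to DMSO controls.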
# MLL CXXC-DNA inh = qHTS Fluorescence Polarization Assay for Inhibitors of MLL CXXC domain - DNA interaction | Histone-lysine N-methyltransferase 2A (Homo sapiens), Q03164 | MLL-CXXC / FITC-HOXA9 DNA fluorescence polarization | Potency, µM (series often up to 115 µM), for the others: top-dose activity change, negative = inhibition, actives largely listed as inhibitors | 290,000 compounds, 0.037% hits; active = well fitted inhibition curve with a large enough effect in the polarisation, with a control signal flat, not every such curve was filed as active; inconclusive = small, poorly fitted or top-dose-only effect, or effect the other way, or a change in a side signal; inactive = no such curve, though single readings can be large or run the other way; the % refers to the polarisation; also: potency is read from the fitted curve at half-maximal effect
#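 Steps: dispense CXXC domain solution (7 uM) → pin compounds or unlabeled HOX-A9 DNA control → 5 min ambient → add FLSN-HOX-A9 solution (50 nM) → spin → 30 min ambient → fluorescence polarization. Tris pH 7.5/NaCl/DTT/BSA buffer.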
# TRPV1 agonist = HTS Assay for Compounds that Act as Agonists of the Vanilloid Receptor 1; Transient receptor potential cation channel subfamily V member 1 (Homo sapiens), Q8NER1; TRPV1-expressing cells, Fluo-8 calcium influx, agonist mode; activation, % at 8.33 µM; 320,000 compounds, 0.19% hits; in the data active = activation above about 80%; inconclusive = between about 30% and that limit; also: 0% is about no effect
#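 Cells expressing TRPV1 were dye-loaded with Fluo-8 and read kinetically: 10 s baseline, 3 min after compound (agonist portion), then 2 min after EC20 capsaicin (allosteric enhancer portion). Calcium-bound dye fluorescence at 480/520 nm.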
# AT treatment = qHTS Assay for Identifying a Potential Treatment of Ataxia-Telangiectasia; 320,000 compounds, 0.19% hits; Potency, µM (titrated, usually from 57.5 µM), for inactives: at the highest dose activation, hits mostly activators; […] A-T fibroblasts, KAP-1 phosphorylation AlphaLISA; neocarzinostatin DNA damage 30 min before lysis; AID 485349, 2010; also: potency is read from the fitted curve at half-maximal effect; % of control where 0% means no effect; nearly all actives have a fitted effect of over 45% in size
#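 hTERT-immortalized A-T patient fibroblasts ([…]), 500 cells/well in OPTI-MEM, 1% FBS, got compounds for 60 min, then NCS for 30 min at 37C. Lysates were then assayed for phospho-KAP-1 by AlphaLISA (anti-pKAP1 donor, anti-KAP1 acceptor beads), 6 hr at 25C.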
# S-ASM inh = Inhibitors of Secretory Acid Sphingomyelinase (S-ASM): qHTS; Sphingomyelin phosphodiesterase (Homo sapiens), P17405; placental ASM, HMU-PC fluorogenic substrate, 60 min; Potency, µM (series often up to 57.5 µM), without a hit: at the highest dose activity change, negative = inhibition, most hits filed as inhibitors; 340,000 compounds, 0.006% hits; AID 504937, 2011; also: potency is read from the fitted curve at half-maximal effect
# Target sequence (P17405 47-631 limits assumed): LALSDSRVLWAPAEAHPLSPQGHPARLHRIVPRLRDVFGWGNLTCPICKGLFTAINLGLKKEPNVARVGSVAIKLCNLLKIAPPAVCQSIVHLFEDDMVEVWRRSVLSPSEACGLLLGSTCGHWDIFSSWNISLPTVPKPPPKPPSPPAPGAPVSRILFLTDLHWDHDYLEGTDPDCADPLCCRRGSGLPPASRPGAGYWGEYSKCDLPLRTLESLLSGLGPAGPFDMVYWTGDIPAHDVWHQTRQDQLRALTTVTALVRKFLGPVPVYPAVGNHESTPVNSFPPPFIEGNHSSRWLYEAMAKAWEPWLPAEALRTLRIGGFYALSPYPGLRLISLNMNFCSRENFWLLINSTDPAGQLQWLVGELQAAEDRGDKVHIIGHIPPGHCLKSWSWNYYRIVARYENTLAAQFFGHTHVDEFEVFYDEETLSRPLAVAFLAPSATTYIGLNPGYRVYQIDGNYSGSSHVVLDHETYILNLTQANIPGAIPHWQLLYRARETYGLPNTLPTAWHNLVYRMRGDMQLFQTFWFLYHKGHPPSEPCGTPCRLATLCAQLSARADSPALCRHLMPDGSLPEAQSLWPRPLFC
#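 Human placenta-derived ASM enzyme was preincubated with compound for 10 minutes at room temperature, then given fluorogenic substrate HMU-PC0 (9 uM final) for 60 minutes at 37 °C; a pH 10 stop preceded fluorescence reading at Ex 386/Em 447 nm.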
# The depositor's hits bear a star; ? = inconclusive; / = not tested or not shown; & = joins results of further samples; [ ] = another dose, or the depositor's remark. Unless noted, calls follow the shape of the dose curve; as a rule, active = well fitted curve in the direction sought with a large enough effect; inconclusive = small, poorly fitted or top-dose-only effect, or another doubt; inactive = no such curve, though single readings can be large; an effect the other way counts as inactive or inconclusive. The order is random (roughly 2% active in at least one column).
SMILES,GALK inhibitor,FBPA coupling cs,MBNL1-CUG inh,Integrin act MD,KCNH2 3.1 inh,hERG WT inh,MLL CXXC-DNA inh,TRPV1 agonist,AT treatment,S-ASM inh
O=C(COc1cccnc1[N+](=O)[O-])N1CCN(S(=O)(=O)c2ccccc2)CC1,1%,-6,38%[activator],-7%,1,3,3%,13,3%,3%
O=C(Nc1ccccc1Cl)C(Cl)C(=O)c1ccccc1 (stereo not drawn),-3%,2,-11%,3%,-8,-6,-20%,1,5%,-2%
Cc1ccccc1NC(=S)Nc1ccccn1,5%,-7,-6%,-15%,2,1,-6%,17,3%,1%
Nc1nc(SCC(=O)Nc2ccc(Cl)cc2C(F)(F)F)n[nH]1,4%,/,3%,7%,5,3,8%,4,-6%,6%
Nc1ccc(-n2c(N)c(C(=O)NCc3ccc4c(c3)OCO4)c3nc4ccccc4nc32)cc1,/,/,/,22%,-18,-10,/,/,/,76%[activator]
O=C(O)c1ccc(-n2cc(C(=O)c3ccccc3O)cn2)cc1,5%,8,0%,?,-10,5,-9%,-3,22%,5%
CC(C)CN(CC(C)C)C(=S)Nc1ccc(Cl)cc1,10%,3,-4%,-30%,-2,6,-23%,2,4%,3%
O=C(c1ccc([N+](=O)[O-])cc1)n1nc(-c2ccccc2)nc1NCc1ccc(F)cc1,0%,0,42%[activator],?,2,17,17%,4,1%,-9%
COc1cc(NC(=O)c2csc(-c3ccncc3)n2)cc(C(=O)Nc2cccc(C(F)(F)F)c2)c1,2%,1,-3%,11%&-13%,-118*,?,-1%,4,32%,-24%
NC(=O)C1CCCN(C(=O)c2cccc(NC(=O)c3cccs3)c2)C1 (stereo not drawn),/,/,/,15%,3,-2,/,2,-2%,-3%
O=C(Nc1ccc(NC(=O)c2ccc3c(c2)OCCO3)cc1)c1ccccc1,0%,1,2%,-43%,-9,1,25%,1,1%,4%
CCOc1ccc(S(=O)(=O)N2CCN(c3ccccc3F)CC2)c2cccnc12,/,0,-2%[11.5 µM],-21%,15,-2,3%,0,-2%,-5%
Cc1ccc(C)c(N2CCN(C(=O)CCn3c(=S)[nH]c4cc5c(cc4c3=O)OCO5)CC2)c1,2%,4,1%,5%,-1,4,2%,3,1%,?
CN(c1ccccc1)S(=O)(=O)c1cccc2ccccc12,2%,-4,4%,0%,23,-4,4%,0,6%,-2%
Cc1cc(OCC(=O)NCC(C)C)cc(C)c1Br,0%,4,-2%,28%,2,-6,-11%,?,/,2%
CCn1ccnc1CN(C)C(=O)c1ccc2nc(Cc3ccc(OC)cc3)oc2c1,-2%,2,7%,-32%[inhibitor],-4,7,4%,-1,-1%,4%
Cc1cc2c(nc1C)CCCN2C[C@@H](C)O/N=C1/[C@H]2CCn3c(=O)n(-c4ccccc4)c(=O)n3[C@H]2[C@H](O)[C@@H]2O[C@H]12,/,-6,0%,22%,/,/,-1%,0,3%,31%[activator]
CCOc1ccc(-n2c(=O)c3sccc3n(CC(=O)Nc3cccc(OC)c3)c2=O)cc1,9%,3,73%[activator],-7%,13,0,-4%,-1,-6%,1%
COC(=O)C1CCCCN1C(=O)c1cc(COc2cccc3cccnc23)on1 (stereo not drawn),8%,/,7%,-5%,9,1,-3%,1,-1%,5%
O=C(/C=C/c1ccccc1Cl)N(Cc1ccc(Cl)cc1)C1CCS(=O)(=O)C1 (stereo not drawn),-5%,-1,/,-36%,1,5,-9%,7,6%,-15%
CCc1nnc(NC(=O)c2cc([N+](=O)[O-])ccc2N2CCOCC2)s1,/,/,/,-19%,16,-8,/,-1,5%,-2%
Cc1ccc(C)c(NC(=S)NC(NC(=O)Cc2cccc3ccccc23)C(Cl)(Cl)Cl)c1 (stereo not drawn),3%,2,6%,-58%[inhibitor],-25,-10,17%,-1,-3%,-6%
O=[N+]([O-])c1ccc(O)c(C=Nc2cccc3ncccc23)c1,8%,-21,?,4%,/,16,7%,-1,-4%,0%
CCC1CN(C(=O)NCc2ccccc2)c2cc(C)ccc2O1 (stereo not drawn),/,1,-1%,5%,17,10,12%,14,4%,-1%
O=S(=O)(c1ccc(Cl)s1)N1CCCc2cccc(O)c21,0%,-10,1%,-19%,0,1,0%,16,8%,-6%
COCCn1c(SCC(=O)Nc2ccc3[nH]c(=O)[nH]c3c2)nc2ccccc21,/,/,/,-12%,1,-2,/,/,3%,0%
Nc1nc2n(n1)C(c1ccccc1Cl)CC(c1ccc(F)cc1)N2 (stereo not drawn),1%,-1,-9%,-32%,5,-2,5%,/,4%,6%
O=C(CCCOc1ccc(Cl)cc1)N1CCOCC1,3%,3,-11%,-7%,-7,-6,2%,/,-6%,-1%
COC(=O)c1c(NC(C)=O)sc(Cc2ccccc2)c1C,1%,0,2%,-33%,-19,-7,-2%,/,9%,-10%
Cc1cccc(OCCc2c(C)[nH]c(=S)[nH]c2=O)c1,0%,-1,6%,1%,5,10,3%,24,-3%,2%
CN1CCC(N(C)C(=O)/C(C#N)=C/c2ccccc2)CC1,4%,2,-17%,23%,6,-7,3%,1,-6%,1%
CNC(=O)CCc1[nH]c2ccccc2c1Sc1ccccc1,-4%,0,-11%,0%,17,0,-4%,-3,-1%,2%
CC(C)(C)C(=O)NC(=S)NNC(=O)c1sc2ccccc2c1Cl,0%,0,15%,-20%,27,-39,9%,?,-7%,10%
O=C(COc1cccc(F)c1)Oc1ccc(C(=O)c2ccccc2)cc1,3%,2,-1%,22%,7,2,5%,17,-8%,-4%
CN(Cc1ccccc1)C(NC(=O)c1ccco1)C(Cl)(Cl)Cl (stereo not drawn),0%,0,-1%,-31%,-4,-5,12%,3,3%,2%
O=C(O)/C=C/C(=O)Nc1ccc(-c2ccccc2)cc1,11%,9&12,-1%&-5%,16%,7,1,-15%&2%,0&-5,-3%&-3%,8%
CCCCCn1c(=O)[nH]c2cc(C(=O)NCc3ccco3)ccc2c1=O,-2%,2,-1%,-4%,-6,-6,13%,-3,-1%,93%[activator]
CC(=O)N/C(=C\c1ccccc1)C(=O)OCC(=O)Nc1cc(S(=O)(=O)N(C)C)ccc1C,/,/,/,-36%,-12,-1,/,1,-1%,2%
NC(=O)c1ccc(-c2nnn(CC(=O)N(C3CCCCC3)C3CCS(=O)(=O)C3)n2)cc1 (stereo not drawn),/,/,/,13%,4,-1,/,-3,-20%,-1%
O=C(COc1ccccc1)N=C1SC2CS(=O)(=O)CC2N1c1ccccc1F (stereo not drawn),5%,-1,1%,-1%,5,-10,-3%,-2,0%,1%
CS(=O)(=O)Cc1ccc(C(=O)Nc2cccc(-c3nc4ccccc4[nH]3)c2)cc1,-6%,0,-4%,17%,25,-8,50%[activator],-2,10%,-7%
Cc1ccc(C(C)NC(=O)c2ccco2)cc1C (stereo not drawn),-3%,0,5%,-13%,17,6,8%,0,2%,4%
O=C(NCCNCc1cccs1)c1ccccc1F,11%,4,-3%,4%,-2,0,6%,-8,19%,5%
COc1ccccc1NC(=O)CCN1C(=O)c2ccccc2C1=O,-2%,0,17%,17%,0,-1,17%,2,7%,1%
CC(NC(=O)c1ccc(F)cc1)c1ccc2c(c1)CCCC2 (stereo not drawn),-5%,1,-4%,-10%,-3,-6,-1%,?,4%,-1%
COc1ccc(-c2[nH]ncc2CN(C)CCCN2CCOCC2)cc1F,-1%,3,-4%,0%,-1,7,-8%,-1,13%,1%
Cc1ccc([C@@H]2[C@@H]3C(=O)N(c4ccccc4)C(=O)[C@@H]3[C@]3(C)C(=O)N(Cc4ccccc4)CC(=O)N23)o1,/,-1,-2%,5%,-5,-5,5%,-2,4%,-1%

# Screening data deposited in PubChem by National Center for Advancing Translational Sciences (NCATS).
